Screens as filed in PubChem.
Dengue-2 NS5 capping – Dengue-2 NS5 methyltransferase inhibitors, primary screen, biochemical, confirmation dose response (AID 588689) | Dengue-2 NS5 methyltransferase capping enzyme assay, biochemical; higher % means a stronger effect | inhibition, % at 25 µM; hits with a dose series show IC50 in µM | 340,000 compounds, 0.3% hits; in the data active = a potency from the dose series; inconclusive = inhibition above about 29% without an active follow-up result
Dengue-2 NS5 capping pilot replicate – second read-out of Dengue-2 NS5 capping, no call of its own (marks repeat the call); inhibition, %; measured here: pilot screen replicate inhibition
* hit, by the source's call; ? = inconclusive; & = joins results of further samples.

SMILES	Dengue-2 NS5 capping	others
CCOC(=O)C1CCCN(C(=O)COc2ccc(S(=O)(=O)N3CCOCC3)cc2)C1 (stereo not given)	1%
COc1ccc(C=C2OC(=O)C(C(C)=O)=C2O)cc1	-25%
CC(=O)Oc1cccc2c1C(=O)C1CC=CC(OC(C)=O)C1C2=O (stereo not given)	-2%
COc1ccccc1N(C)S(=O)(=O)c1ccc(Cl)c(C(=O)Nc2cccc(C)n2)c1	-4%
COc1ccccc1C(=O)NC(=O)COC(=O)c1ccc(Cl)nc1	-1%
CCc1cccc2c(C(=O)CN3C(=O)N(C)C4(CCCCC4)C3=O)c[nH]c12	-1%
O=C(COC(=O)/C=C/c1ccc(OC(F)F)cc1)NC1CCCCCC1	-9%
O=C(COc1ccc(C(=O)NCC2CCCO2)cc1)Nc1cccc(C(F)(F)F)c1 (stereo not given)	7%
CCC[C@@H]1CCCC/C=C\CCCC(=O)OCCN1C(=O)OC(C)(C)C	-8%
O=C(c1cccc(S(=O)(=O)N2CCCCC2)c1)N1CCN(Cc2ccccc2)CC1	4%
CC1CC(C)CN(C(=O)COC(=O)CNC(=O)C23CC4CC(CC(C4)C2)C3)C1 (stereo not given)	6%
Cn1nc(C(=O)OCC(=O)Nc2ccc(Cl)cc2Cl)c2ccccc2c1=O	1%
Cc1cc2oc(=O)cc(-c3ccccc3)c2c(C)c1-c1ccc(OC(F)(F)F)cc1	4%	Dengue-2 NS5 capping pilot replicate=-4.3
Cc1ccc(C)c(S(=O)(=O)N2CCCC2CNC(=O)C(=O)NCc2ccco2)c1 (stereo not given)	0%
Cc1ccc(S(=O)(=O)N(C)C)cc1NC(=O)COC(=O)c1ccc2ccccc2n1	-6%
COc1ccccc1NC(=O)C(=O)NCCC1CCCCN1S(=O)(=O)c1cccs1 (stereo not given)	-4%
COc1cc(OC)cc(C(=O)NNC(=O)C(CCC(N)=O)NS(=O)(=O)c2ccc(Cl)cc2)c1 (stereo not given)	-4%
Cc1ccc(C2(C)NC(=O)N(CC(=O)c3ccc4c(c3)OCCO4)C2=O)cc1 (stereo not given)	-2%
C#CCOCCOCCOCCNc1nc(N2CCN(C(=O)[C@H](CCCN=C(N)N)n3cc(C(N)[C@@H](C)CC)nn3)CC2)nc(N2CCN(C(=O)[C@H](CCC(=O)O)n3cc([C@@H](N)[C@H](C)CC)nn3)CC2)n1 (stereo not given in full)	4%	Dengue-2 NS5 capping pilot replicate=3.7
C#CCOCCOCCOCCNc1nc(N2CCOCC2)nc(N2CCN(C(=O)[C@H](CCCCN)n3cc(CN)nn3)CC2)n1	-1%
CC1(C2(O)CCCCC2)NCCc2ccccc21 (stereo not given)	-2%
CC1CCC2(CC1)NC(=O)N(CC(=O)N1CCN(S(=O)(=O)c3ccc4c(c3)CCC4)CC1)C2=O (stereo not given)	6%
COc1cccc(-c2nnc(-c3ccc4ccccc4c3)o2)c1	2%
CC(=O)c1ccc(Nc2nc(-c3sc(C)nc3C)cs2)cc1	6%
O=C(Nc1ccc(Cl)c(S(=O)(=O)N2CCOCC2)c1)C1CCCC1	-1%
COc1ccccc1C(=O)C1CCCN(C(=O)c2ccc(Cl)cc2)C1 (stereo not given)	2%
COc1ccc(OCC(=O)NNC(=O)C2CCN(c3ncnc4sc(C)c(C)c34)CC2)cc1	-3%
Cc1ccc(Nc2nnc(SCC(=O)c3c(N)n(C4CC4)c(=O)[nH]c3=O)s2)cc1C	-1%
O=C(COC(=O)c1cc(Br)ccc1O)NC12CC3CC(CC(C3)C1)C2	-1%
CCCCCCc1cc2cc(/C(N)=N/NC(=O)c3ccncc3)c(=O)oc2cc1O	?
COc1ccc(NC(=O)CN(C)C(=O)Cc2coc3cc(C)c(C)cc23)cc1	-4%
COc1cc(C(=O)N2CCC(C(N)=O)CC2)ccc1OCc1c(C)noc1C	-1%
Nc1ccccc1-c1ccc(Cl)cc1	-6%
COC(=O)[C@@]12CCCN1[C@H](c1ccc(-c3ccc(C(C)=O)cc3)c(OC)c1)[C@H]1C(=O)N(C)C(=O)[C@H]12	-10%
O=c1[nH][nH]c(=O)c2cc([N+](=O)[O-])ccc12	-3%&-5%
CCn1cc(/C=C(\NC(=O)c2cc(OC)c(OC)c(OC)c2)C(=O)N2CCOCC2)c2ccccc21	-6%
O=C(NCC(c1ccco1)N1CCc2ccccc21)c1cccc(F)c1 (stereo not given)	4%
O=C(Nc1ccccc1)C1CCCN1S(=O)(=O)c1cccs1 (stereo not given)	-4%
Cc1cnc(C(=O)OCc2cc(=O)n3c(C)cccc3n2)cn1	14%
CC[C@]12c3[nH]c4cc(CCC(=O)N(C)C)ccc4c3CCN1C(=O)[C@@H](CC(=O)NCCC1=CCCCC1)C[C@@H]2C(=O)N1CCN(C(=O)c2ccco2)CC1	-9%	Dengue-2 NS5 capping pilot replicate=-6.4
Cc1noc(NS(=O)(=O)c2ccc(NC(=O)/C=C/c3ccc(Cl)cc3Cl)cc2)c1C	-4%
Cc1ccc(C(=O)Nc2cccc(S(=O)(=O)N3CCCCC3)c2)cc1S(=O)(=O)N1CCOCC1	-4%
CC1CCCC(NC(=O)COc2ncnc3ccccc23)C1C (stereo not given)	2%
CCOC(=O)Nc1ccc2nc(-c3cscn3)[nH]c2c1	1%
CN(C(=O)CSc1cccc[n+]1[O-])C1CCCCC1	7%
COc1ccc(C2=CC(=O)C[C@H](c3ccc(Cl)cc3)C2)cn1	-7%
CC(C)CNC(=O)/C=C/C=C/c1ccc2c(c1)OCO2	2%
COc1ccc(NC(=O)Nc2cccc3c2O[C@H](CN(C)C(=O)Nc2ccc4c(c2)OCO4)[C@@H](C)CN([C@H](C)CO)C3=O)cc1	-66%
CC(OC(=O)C1CC(=O)N(Cc2ccco2)C1)C(=O)Nc1ccc(F)cc1Cl (stereo not given)	-2%
Fc1ccc(OCCOCCN2CCCC2)cc1	2%
Cc1cc(C)n2nc(C(=O)OCC(=O)Nc3ccc(F)cc3F)nc2n1	0%
CC/C=C(\NC(C)=O)c1ccccc1	-6%
Nc1nc(N)c(N=Nc2ccccc2)c(=O)[nH]1	-10%
c1ccc2c(c1)CCc1ccccc1C2=C1CCNCC1	-5%
O=C(Nc1ccc2ccccc2c1)c1cccc2ccccc12	-1%
CCc1nc(C)cn1S(=O)(=O)c1ccc2c(c1)OCCO2	1%
CCC1NC(=O)c2cccnc2-n2c1nc1ccc(OC)cc1c2=O (stereo not given)	8%
O=C(C=Cc1ccccc1Cl)c1ccccc1	-17%
C[C@H](CO)N1C[C@H](C)[C@H](CN(C)C(=O)Cc2ccncc2)Oc2ncc(Br)cc2C1=O	2%
Cc1ccc(-c2cc(C(=O)NC3CCN(Cc4ccccc4)CC3)c3ccccc3n2)cc1	1%
Carrying on:
SMILES	Dengue-2 NS5 capping	others
CCC(C)Sc1cc(-c2nc3ccccn3c2NC2CCCCC2)ccc1OC (stereo not given)	-12%
O=C(NC1(C(=O)O)CCCC1)c1ccccc1	-1%
Cc1ccc(S(=O)(=O)NN=Cc2c(O)ccc3ccccc23)cc1	1%
C#CCN(C[C@H]1[C@H](OC(=O)NC2CCCC2)[C@H](OC(=O)NC2CCCC2)C[C@@H](C(=O)OC)[C@H]1C(=O)OC)S(=O)(=O)c1ccc(C)cc1	-14%
Cc1cc(C(=O)COc2ccccc2Cl)c(C)n1C1CC1	-2%
CCCN(C(=O)c1ccccc1Cc1ccccc1)C1CCS(=O)(=O)C1 (stereo not given)	1%
COc1c(NC=O)c2c(c([N+](=O)[O-])c1OC)C(=O)OC2	-7%
CC(=O)Nc1sc(C)c(C)c1C(=O)OCC(=O)NCc1ccccc1	-2%
CCc1noc(C)c1C(=O)OCC(=O)N(CC)c1c(N)n(Cc2ccccc2)c(=O)[nH]c1=O	-1%
CC(=O)NC(c1cc(Cl)c2cccnc2c1O)C1CC1 (stereo not given)	-7%
C=C1[C@H](C)CN(S(=O)(=O)C(C)(C)C)[C@H]1CCO	1%	Dengue-2 NS5 capping pilot replicate=-2.8
O=S(=O)(c1cccs1)N1CCC2(CC1)OCCN2S(=O)(=O)c1ccccc1	2%
CCC1(C)NC(=O)N(CC(=O)Nc2cc(C)on2)C1=O (stereo not given)	-13%
CNS(=O)(=O)c1cccc(C(=O)OCC(=O)c2ccc3c(c2)OCCO3)c1	2%
O=C(NCC(=O)N1CC=C(c2ccccc2)CC1)c1ccco1	1%
Cc1[nH]c2ccccc2c1C(=O)C(C)OC(=O)c1ccc(NC(=O)CC#N)cc1 (stereo not given)	-9%
Cn1cnc(C(=O)NC2CCN(C(=O)OC(C)(C)C)CC2)c1C(=O)NC1CCN(C(=O)OC(C)(C)C)CC1	-10%
O=C(NS(=O)(=O)NC1CCCCC1)C1=C(N2CCCC2)COC1=O	2%
O=C(NN=Cc1ccccc1Cl)c1ccc([N+](=O)[O-])cc1	-7%
Cc1cc(C2=CC(=O)C[C@H](c3ccc4c(c3)OCO4)C2)ccc1F	-7%
Cc1cccc(NC(=O)CN2C(=O)C3CC=CCC3C2=O)c1C (stereo not given)	-2%
CCCn1nc(C(=O)NNC(=O)c2cccc(C)c2)c2ccccc2c1=O	5%
CC1(C)OC2OC3C(CNCCO)OC(c4ccccc4)OC3C2O1 (stereo not given)	7%
CCC1CCCCN1CC(=O)Nc1ccc2c(c1)OCCO2 (stereo not given)	4%
Cc1ccc(S(=O)(=O)Nc2ccc3c(c2)CC(=O)N([C@H](C)CO)C[C@H](C)[C@H](CN(C)Cc2ccc4c(c2)OCO4)O3)cc1	-1%
Cc1cc(S(=O)(=O)N2CCCCC2CCNC(=O)C(=O)NC2CC2)ccc1F (stereo not given)	-2%
CCCCn1c(N)c(N(CCOC)C(=O)CSCc2cccc(C)c2)c(=O)[nH]c1=O	0%
CC(=O)Oc1ccc(-c2ccc(C(=O)OCC(=O)c3c(N)n(C)c(=O)n(C)c3=O)cc2)cc1	1%
COc1ccc(C(=O)OCC(=O)N(Cc2ccccc2)Cc2ccccc2)c(O)c1	3%
NC(=O)c1ccc(NC(=O)CSc2nnc(C3CC3)n2C2CC2)cc1	11%
CCSc1nc2nccnc2c(=O)[nH]1	-8%
CC(C)(C)N1C(=O)[C@H]2[C@@H](c3ccc(Br)cc3)N3C(=O)N(c4cccc(F)c4)C(=O)[C@@]3(Cc3ccccc3)[C@H]2C1=O	-5%
COc1ccccc1S(=O)(=O)N1CCNC(=O)C1	6%
O=C(CCNS(=O)(=O)c1ccccc1)NCC1CCCCC1	4%
COc1cc(OC)cc(-c2c(-c3ccc(C(C)=O)cc3)c3cc(-c4cccc5[nH]ccc45)ccc3n2C)c1	-6%
CCOc1cc(C(=O)Nc2cc(F)ccc2C)ccc1OCC(=O)N1CCOCC1	1%
COc1cc2ccc(C(C)=NOC(C)=O)cc2cc1OC	6%
CCCCn1c(N)c(N(CC(C)C)C(=O)CSCC(=O)Nc2cccc(C)c2)c(=O)[nH]c1=O	-3%
COc1ccc(C=CC(=O)c2ccc([N+](=O)[O-])cc2)cc1	-10%
Cc1c(Cl)cccc1NC(=S)NC(=O)c1cncc(Br)c1	-2%

Structural class, those above containing a nitro group on carbon (4)
SMILES	Dengue-2 NS5 capping	others
O=c1[nH][nH]c(=O)c2cc([N+](=O)[O-])ccc12	-3%&-5%
COc1c(NC=O)c2c(c([N+](=O)[O-])c1OC)C(=O)OC2	-7%
O=C(NN=Cc1ccccc1Cl)c1ccc([N+](=O)[O-])cc1	-7%
COc1ccc(C=CC(=O)c2ccc([N+](=O)[O-])cc2)cc1	-10%

Returning to the listing with the seven entries that preceded the break.
SMILES	Dengue-2 NS5 capping	others
O=C(CCNS(=O)(=O)c1ccccc1)NCC1CCCCC1	4%
COc1cc(OC)cc(-c2c(-c3ccc(C(C)=O)cc3)c3cc(-c4cccc5[nH]ccc45)ccc3n2C)c1	-6%
CCOc1cc(C(=O)Nc2cc(F)ccc2C)ccc1OCC(=O)N1CCOCC1	1%
COc1cc2ccc(C(C)=NOC(C)=O)cc2cc1OC	6%
CCCCn1c(N)c(N(CC(C)C)C(=O)CSCC(=O)Nc2cccc(C)c2)c(=O)[nH]c1=O	-3%
COc1ccc(C=CC(=O)c2ccc([N+](=O)[O-])cc2)cc1	-10%
Cc1c(Cl)cccc1NC(=S)NC(=O)c1cncc(Br)c1	-2%
CC(C)CN(C(=O)COC(=O)C12CC3CC(CC(Cl)(C3)C1)C2)c1c(N)n(Cc2ccccc2)c(=O)[nH]c1=O	-5%
Cc1ccc(NC(=O)CSc2nc3[nH]c(=O)cc(O)c3s2)c(Br)c1	-7%
O=C(NNC(=O)OCc1ccccc1)OCc1ccccc1	-5%
COc1ccc(C)cc1S(=O)(=O)Nc1cc2c3c(c1)C(C)C(=O)N3CCC2 (stereo not given)	-4%
C[C@@H](CN1CCC[C@H]1CN1C(N)=NC[C@@H]1Cc1ccccc1)N1C[C@@H](Cc2ccccc2)N(CCc2ccc(Cl)c(Cl)c2)C1=N	-3%
Cc1cc(C)c(OCC(=O)OCC(=O)N2CCN(C(=O)c3ccco3)CC2)c(C)c1	1%
COC(=O)c1c(NC(=O)c2ccc(S(=O)(=O)N3CC(C)OC(C)C3)cc2)sc2c1CCN(C)C2 (stereo not given)	-2%
O=C(O)C(Cc1ccccc1[N+](=O)[O-])N1C(=O)c2ccccc2C1=O (stereo not given)	2%
C#CCOCCOCCOCCNc1nc(N2CCN(C(=O)[C@H](CCC(=O)O)n3cc([C@@H](N)CC(N)=O)nn3)CC2)nc(N2CCN(C(=O)[C@H](CCC(=O)O)n3cc([C@@H](N)CC(N)=O)nn3)CC2)n1	-11%	Dengue-2 NS5 capping pilot replicate=-0.3
O=C(CSC(=S)N1CCCC1)N1CCN(S(=O)(=O)c2ccccc2F)CC1	10%
O=C(CSc1nnc(-c2ccncc2)o1)Nc1cccc(Cl)c1	-7%

An excerpt; the hit share may differ from the screen's.
